Assay outcomes from PubChem.
Nrf2 inh: Nrf2 pathway inhibition; hit rate 2.1% among 360,000; AID 504444; A549 ARE-Fluc reporter, luciferase luminescence, 18-24 h; Potency, µM (series often up to 46 µM), for the others: top-dose activity change, negative = inhibition, hits mostly inhibitors; note: potency is the fitted concentration of half-maximal effect; % is set by controls: 0 for no effect and ±100 for the full control effect; nearly all actives have a fitted effect of over 60% in size
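A549 ARE_Fluc cells (5000/well, 5% FBS OPTI-MEM) pre-incubated 2 h, then treated with compounds 18-24 h at 37C/5% CO2 in concentration-response. CellTiter-Fluor viability read first; BugLite luciferase luminescence after 15 min at room temperature gives Nrf2 activity.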
ATXN viability: cell viability loss in ATXN counter-screen. Potency, µM (highest dose often 56.7 µM), actives largely listed as cytotoxic. AID 651635. S2 cells (HEK-293 line with an ATXN2-luciferase reporter) viability, CellTiter-Fluor protease fluorescence, 24 h. hit rate 0.49% among 400,000; note: potency is the fitted concentration of half-maximal effect; nearly all actives have a fitted effect of over 40% in size
Nrf2 ARE act: Nrf2 pathway activation; AREc32 ARE-luciferase reporter (MCF7-derived line), luminescence, 24 h; Potency, µM (series often up to 46.1 µM), without a hit: at the highest dose activation, usual class: activators; hit rate 0.31% among 410,000; AID 624171; note: potency is the fitted concentration of half-maximal effect; % of control where 0% means no effect; nearly all actives have a fitted effect of over 65% in size
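ARE activation measured as luciferase luminescence (Steady-Glo, 30 min RT) in AREc32_Fluc cells after 24 hr compound exposure at 37 deg C, 5% CO2; cells seeded overnight at 1000/well in OPTI-MEM, 5% FBS.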
A549 viability: A549 cytotoxicity, counter-screen for Nrf2 inhibitors. Potency, µM (titrated, usually from 46 µM), for the others: at the top dose activity change, negative = cytotoxicity, actives largely listed as inhibitors. AID 504648. A549 ARE-Fluc cells, CellTiter-Fluor viability, 18-24 h. hit rate 0.16% among 390,000; note: potency is the fitted concentration of half-maximal effect; % is set by controls: 0 for no effect and ±100 for the full control effect
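Cytotoxicity counterscreen: CellTiter-Fluor fluorescence was measured in A549 ARE_Fluc cells after 18-24 h of compound exposure in a concentration series. The subsequent BugLite luminescent read reports ARE-luciferase activity.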
CCT chaperon mod: cytosolic chaperonin activity modulation; purified chaperonin ATPase assay, HTRF ADP detection, 30 min; activity change, % (no concentration beside the values), hits read low; hit rate 0.3% among 360,000; AID 651819; in the data active = activity change below about -30%; note: % is set by controls: 0 for no effect and ±100 for the full control effect
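We incubate TRiC, 40 or 20 nM final, with library compounds at 76 uM and 10 uM ATP for 30 min at 37 °C. ADP formed is detected with Transcreener HTRF reagents after 30 min at room temperature.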
TGFb SMAD3 inh: TGF-b pathway inhibition | HepG2 CAGA-GFP TGF-b/SMAD3 reporter, GFP fluorescence, 18 h; TGF-beta stimulated, 500 pg/mL final | Potency, µM (top dose mostly 46.1 µM), without a hit: at the top dose activity, negative = inhibition, actives largely listed as inhibitors | hit rate 1.2% among 410,000; note: potency is the fitted concentration of half-maximal effect; % is set by controls: 0 for no effect and ±100 for the full control effect; nearly all actives have a fitted effect of over 65% in size
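Inhibition of TGF-beta-driven CAGA-GFP reporter expression in HEPG2 cells is measured by cellular GFP fluorescence after 18 h stimulation with 500 pg/mL recombinant TGF-beta in 1% FBS medium at 37 degrees C.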
HepG2 tox: HepG2 cytotoxicity, counter-screen for TGF-b inhibitors; Potency, µM (doses to about 46.1 µM), for inactives: top-dose activity change, negative = cytotoxicity, hits mostly cytotoxic; AID 588856; hit rate 0.76% among 410,000; HepG2 CAGA-GFP viability, ATP luminescence, 18 h; note: potency is the fitted concentration of half-maximal effect; some results filed as inactive show a strong effect at the top dose
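CellTiter-Glo luminescence gave cytotoxicity after 18 hours at 37 degrees C. The cells were HepG2 CAGA-GFP in 1% FBS DMEM, stimulated with 500 pg/mL TGF-beta after compound addition. %Activity was normalised to no-cell wells (complete cell-killing) and DMSO (no toxicity), and curves were fitted and classified.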
pAkt inh: inhibitors of Akt phosphorylation | Neuro2A IGF-stimulated pAkt S473 HTRF, 20 min; stronger effect = lower value | activity change, % for hits at 50 µM | hit rate 0.32% among 360,000 | AID 651550; in the data active = activity change below about -80%; inconclusive = mostly about -51% to -80%; note: % is set by controls: 0 for no effect and ±100 for the full control effect
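Neuro2A cells in DMEM with 0.5% FBS, overnight at 37 deg C, given compound at single 50 µM final, then IGF (6 nM final) for 20 min at 37 deg C. Lysed; phospho-Akt Ser473 by HTRF after 24 h, 665/615 ratio.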
MmCpn inh: inhibitors of Methanococcus maripaludis chaperonin (MmCpn). hit rate 0.031% among 330,000. Potency, µM (series often up to 76.9 µM), inactives show top-dose activity, negative = inhibition, most hits filed as inhibitors. purified Mm-Cpn ATPase, ADP Transcreener TR-FRET. AID 504842; note: potency is the fitted concentration of half-maximal effect; % is set by controls: 0 for no effect and ±100 for the full control effect; nearly all actives have a fitted effect of over 80% in size
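Reaction buffer contained 30 mM Tris pH 7.4, 100 mM KCl, 5 mM MgCl2 and 1 mM DTT. Mm-CPN (25 nM final) hydrolysed 10 uM ATP over 30 min at 37°C; ADP was read by HTRF.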
The depositor's hits bear a star; i = inactive; ? = inconclusive; · = no result given. Unless noted, calls come from the whole dose curve; as a rule, active = well fitted curve in the direction sought with a large enough effect; inconclusive = small, poorly fitted or top-dose-only effect, or another doubt; inactive = no such curve, though single readings can be large; an effect the other way counts as inactive or inconclusive.

SMILES | Nrf2 inh | ATXN viability | Nrf2 ARE act | A549 viability | CCT chaperon mod | TGFb SMAD3 inh | HepG2 tox | pAkt inh | MmCpn inh
CCOc1ccc(C(C(=O)NCC2CCCO2)N(Cc2ccccc2)C(=O)c2snc(C(N)=O)c2N)cc1 (stereo unspecified) | -16% | i | 0.0% | -28% | 2.1 | 22% | -4% | i | 2%
Cc1ccc2nc(/C(C#N)=C\c3ccc(N4CCCCC4)c([N+](=O)[O-])c3)[nH]c2c1 | -13% | ? | 4.4% | 0% | -2.8 | -10% | -33% | i | ·
COc1cc(OC)cc(C(=O)NCc2ccc3c(c2)CCN3C(=O)c2ccccc2)c1 | · | · | 0.5% | -14% | · | 10µM* | -16% | · | ·
CCCC(=O)N1CCCC1(C)C(=O)NCc1ccc(SC)cc1 (stereo unspecified) | · | i | 0.3% | · | 0.5 | 10% | 5% | i | ·
Cc1cc(NC(=O)c2ocnc2C)no1 | · | i | 0.2% | -1% | -4.2 | -5% | 7% | · | 0%
CCOc1ccc(C(=O)CN2C(=O)NC3(CCCCCC3)C2=O)cc1 | 4% | i | 2.5% | 0% | -0.3 | -17% | -6% | i | 0%
Cc1ccc(NC(=O)CCNS(=O)(=O)c2cc(Br)cnc2N)cc1Cl | ? | i | 4.6% | ? | -2.0 | -28% | -14% | i | -6%
CO/N=C/NC(=O)c1cn(-c2ccc(F)cc2)c(=O)c2ccccc12 | -10% | i | 0.0% | 0% | 1.7 | 30% | -19% | i | 3%
Cc1ccccc1OCC(O)Cn1c(N2CCN(c3ccccc3)CC2)nc2c1c(=O)[nH]c(=O)n2C (stereo unspecified) | -19% | i | 0.4% | -3% | -0.3 | -1% | -5% | i | -1%
Cc1ccc(S(=O)(=O)N2CCC(C(=O)NCCCN3CCCCCC3)CC2)cc1 | 5% | i | -0.1% | 1% | 3.5 | -10% | -5% | i | 0%
CC(C)(C)c1ccc(Oc2coc3cc(OCC(=O)O)ccc3c2=O)cc1 | ? | i | -0.9% | -9% | 2.2 | -2% | 6% | i | -2%
CN(CCc1ccccc1)C(=O)c1ccc(NC(=O)Cc2cccc(NC(=O)C3CCN(C(=O)c4ccccc4)CC3)c2)cc1 | -10% | i | 1.0% | 0% | 1.1 | -4% | -28% | i | ·
COC(=O)[C@H](C)N1C/C=C\COc2c(Cl)cc(Cl)cc2S1(=O)=O | 5% | i | 0.5% | -7% | 0.6 | -5% | -1% | i | 0%
NC1=NC(=O)C(Cc2cc(Cl)ccc2Cl)S1 (stereo unspecified) | 0% | i | 0.0% | 2% | -1.2 | 25% | -28% | i | -1%
COc1ccc(OCC(Cn2cnc3ccccc32)OC(C)=O)cc1 (stereo unspecified) | 12% | i | 3.6% | 2% | 1.0 | -2% | 3% | i | 2%
NC(=O)C1CC(=O)N(c2ccc(OCc3c(Cl)cccc3Cl)cc2)C1 (stereo unspecified) | -3% | i | 3.6% | 2% | -0.9 | 1% | -17% | i | 4%
CCOC(=O)c1c(NC(C)=O)no[n+]1[O-] | -1% | i | 0.3% | -6% | -2.0 | -9% | 2% | i | 0%
COc1ccc(NC(=O)CSc2nccn2C2CCCC2)cc1OC | · | · | 0.5% | -2% | · | 0% | -7% | · | ·
COc1ccc(NS(=O)(=O)c2ccc(NS(=O)(=O)c3ccc4c(c3)OCCO4)cc2)cc1 | -10% | i | -0.6% | -2% | · | ? | -2% | · | ·
CCC(=O)N1CCN(c2nc(C)nc3sc(C)c(C)c23)CC1 | -13% | i | -0.4% | -5% | -2.3 | -1% | -1% | i | 1%
Cc1cc(C)nc(SCC(=O)Nc2ccnc3ccccc23)n1 | 1.2µM* | i | 2.7% | ? | 2.0 | -17% | -11% | i | 2%
O=C(Cc1ccc(NC2=NC3CS(=O)(=O)CC3S2)cc1)NCc1ccc(Cl)cc1 (stereo unspecified) | 11% | i | 0.0% | -7% | 0.5 | 0% | -3% | i | -1%
C=CC[C@]12C=C(OC)C(=O)C(OC)=C1O[C@@H](c1ccc3c(c1)OCO3)[C@H]2C | -7% | i | -0.2% | 1% | 0.9 | 10% | -20% | i | ·
CC1CN(S(=O)(=O)c2cccc(C(F)(F)F)c2)C(C)N1C(=O)N1CCOCC1 (stereo unspecified) | 12% | i | 0.3% | 3% | -0.1 | 13% | 1% | i | -2%
C=CCSc1nccc(-c2nn(-c3ccc(C)cc3)ccc2=O)n1 | -8% | ? | -0.6% | -11% | -1.6 | 0% | -4% | i | -1%
CCOC(=O)CCCNC(=O)COC(=O)c1cc(C)cc(C)c1 | 20% | i | -0.6% | -2% | 0.4 | 1% | 0% | i | -1%
CN(C)C(CNC(=O)c1cccc(C(F)(F)F)c1)c1ccco1 (stereo unspecified) | -12% | i | ? | 2% | 1.0 | 26% | -14% | i | 1%
CC1CCN(C(=O)COC(=O)c2cc3ccccc3oc2=O)CC1 | -1% | i | 3.9% | 0% | -1.2 | 4% | 8% | i | -2%
COc1ccc(N2CCN(C(=O)Cc3coc4ccc(C)cc34)CC2)cc1 | ? | i | 2.7% | 0% | · | ? | -21% | · | ·
Cc1ccc(S(N)(=O)=O)c(C)c1-n1cnnn1 | 21% | i | -0.6% | -3% | -0.7 | -5% | -4% | i | -1%
CCCCNC1=C(Br)C(=O)CC(C)(C)C1 | · | i | 0.7% | 10% | -0.4 | 7% | 0% | i | 1%
CC(C)(C)n1nnnc1C(c1ccncc1)N(Cc1ccccc1)Cc1ccco1 (stereo unspecified) | 7% | i | 24% | 8% | 1.2 | 0% | -8% | i | ?
COc1ccccc1-n1cc(CN2CCCC(CO)(Cc3cccc(Cl)c3)C2)cn1 (stereo unspecified) | -5% | ? | -0.7% | -22% | 0.9 | ? | -46% | i | -1%
CCCC(=O)NCCc1nc2cc([N+](=O)[O-])ccc2n1C | -10% | · | -0.3% | -10% | 0.4 | 18% | -1% | i | -2%
CC(=O)NCCC(=O)N1CCCC(CNC(=O)c2ccc(-c3ccccc3)cc2)C1 (stereo unspecified) | ? | i | 5.0% | -3% | 2.2 | -2% | -12% | i | -1%
Cc1ccsc1/C=c1\sc2ncnn2c1=O | 9% | i | -0.5% | 11% | 1.1 | -1% | -20% | i | -2%
O=C(COC(=O)/C=C/c1ccc(Cl)c(Cl)c1)NC1CC1 | -23% | i | 3.4% | -2% | -1.5 | -9% | 4% | i | 0%
O=C(N/N=C/c1ccco1)C(O)c1ccccc1 (stereo unspecified) | -3% | i | 3.5% | 0% | -2.4 | 23% | 110% | i | -1%
NC(=O)NC(=O)C(OC(=O)CCNS(=O)(=O)c1ccccc1)c1ccccc1 (stereo unspecified) | -5% | i | -0.5% | 0% | -1.3 | -14% | -5% | i | 0%
Cc1cc(C)nc(SCc2ccc(Cl)cc2)n1 | -22% | i | 0.0% | 4% | -1.8 | -2% | 18% | i | 1%
CCCOc1ccc(C2C(=O)N(C3CCC(C)CC3)CC(=O)N2CCC2=CCCCC2)cc1OC (stereo unspecified) | · | · | 0.1% | 0% | · | -5% | -4% | · | ·
CCC(=O)N1c2ccccc2CC1C(=O)NCc1ccccc1C (stereo unspecified) | · | i | -0.6% | 12% | · | ? | 16% | · | ·
COC(=O)C1C(=O)c2c(C)noc2CC1(C)C (stereo unspecified) | 9% | i | -1.2% | 0% | 0.6 | 0% | 3% | i | -2%
O=C(NC(=S)Nc1ccc(CN2CCOCC2)cc1)c1ccc(-c2ccc(Br)cc2)o1 | 10% | i | 3.9% | -5% | -7.1 | 20% | -3% | i | -7%
O=C(c1cccc(Oc2c(Cl)cccc2[N+](=O)[O-])c1)N1CCOCC1 | -1% | i | 17% | 2% | -0.5 | 0% | -14% | i | -2%
COC(=O)CNC(=O)CSc1nc(N)cc(=O)[nH]1 | 2% | i | 0.0% | · | -1.7 | 2% | -2% | i | 1%
COc1cccc(NC(=S)Nc2cc(C(=O)O)ccc2N2CC3CC(C2)c2cccc(=O)n2C3)c1 (stereo unspecified) | 3% | i | -0.9% | 1% | -0.4 | -6% | 0% | i | -4%
COc1cc2c(cc1OC)CN(C(=O)C1CCC(=O)N(CCCN3CCOCC3)C1)CC2 (stereo unspecified) | 7% | i | 0.0% | 1% | 1.2 | 2% | -2% | i | 0%
Cc1ccc(NC(=O)c2cccc(C(=O)Nc3ccc(C)c(C)c3)n2)cc1C | -14% | i | 2.3% | -10% | -3.7 | 7% | -16% | i | 0%
Cc1ccc(NC(=S)NCc2ccc3c(c2)OCO3)cc1 | -24% | i | 4.4% | 2% | 0.8 | -17% | -18% | i | -1%
COc1ccc(CNC(=O)CN2C(=O)CSc3ccc(S(=O)(=O)N(C)C)cc32)cc1 | ? | i | 3.6% | 15% | · | ? | -16% | · | ·
C=CCc1ccc(OCCOCCOc2cccc3cccnc23)c(OC)c1 | -18% | i | 0.5% | 1% | -1.1 | 4% | -27% | i | 0%
CCOc1ccc2nc3sc(C(=O)N4CCOCC4)c(N)c3cc2c1 | 9% | · | 0.4% | -7% | -16 | -2% | 0% | i | -8%

Three compounds from above, ordered by length of the SMILES, low to high.
SMILES | Nrf2 inh | ATXN viability | Nrf2 ARE act | A549 viability | CCT chaperon mod | TGFb SMAD3 inh | HepG2 tox | pAkt inh | MmCpn inh
Cc1ccc(NC(=S)NCc2ccc3c(c2)OCO3)cc1 | -24% | i | 4.4% | 2% | 0.8 | -17% | -18% | i | -1%
C=CCc1ccc(OCCOCCOc2cccc3cccnc23)c(OC)c1 | -18% | i | 0.5% | 1% | -1.1 | 4% | -27% | i | 0%
O=C(NC(=S)Nc1ccc(CN2CCOCC2)cc1)c1ccc(-c2ccc(Br)cc2)o1 | 10% | i | 3.9% | -5% | -7.1 | 20% | -3% | i | -7%
